Assay outcomes (PubChem BioAssay)
M1 antag: blocks human M1 muscarinic receptor. AID 588852. 360,000 tested, 1.3% active. inhibition, % at 3 µM. CHO-K1 hM1, Fluo-8 calcium fluorescence, ACh EC80 antagonist;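 active = percent inhibition above its own plate's cutoff, namely the mean of that plate's compound wells plus 3 SD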;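 note: peak over basal fluorescence ratio during 140 s after agonist addition; 0% = ACh EC80 plus DMSO and 100% = DMSO alone without agonist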
Target sequence (P11229 whole entry, looked up): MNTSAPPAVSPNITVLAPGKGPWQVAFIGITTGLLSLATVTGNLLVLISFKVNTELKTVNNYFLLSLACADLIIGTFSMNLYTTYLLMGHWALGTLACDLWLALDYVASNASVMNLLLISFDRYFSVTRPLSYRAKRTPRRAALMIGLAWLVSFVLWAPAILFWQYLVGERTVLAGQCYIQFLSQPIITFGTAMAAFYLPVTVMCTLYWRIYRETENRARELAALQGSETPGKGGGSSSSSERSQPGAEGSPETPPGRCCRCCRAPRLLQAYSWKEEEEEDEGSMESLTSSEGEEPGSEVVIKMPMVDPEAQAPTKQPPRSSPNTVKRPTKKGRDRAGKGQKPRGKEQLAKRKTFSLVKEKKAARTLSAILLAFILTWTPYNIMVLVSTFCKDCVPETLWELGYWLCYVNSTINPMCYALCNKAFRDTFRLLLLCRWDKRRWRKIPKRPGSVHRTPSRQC
M1 PAM: potentiates human M1 receptor response to acetylcholine; AID 588819; CHO-K1 hM1, Fluo-8 calcium fluorescence, ACh EC20; 0% = ACh EC20, 100% = maximal ACh; P11229; activation, % at 3 µM; 360,000 tested, 0.088% active; in the data active = activation above about 19%, passing the limit was not always enough
CHRM4 antagonist: CHRM4 antagonism in calcium assay. CHO-hM4 cells, ACh EC80, Fluo-8 calcium fluorescence. inhibition, % at 3 µM. 360,000 tested, 0.73% active;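 active = inhibition above its plate's cutoff, the mean inhibition of sample wells plus 3 SD, cut at about 27% in these data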;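 note: 0% = acetylcholine EC80 with DMSO and 100% = DMSO without agonist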
M4 PAM: CHRM4 positive allosteric modulation; P08173; CHO-K1 hM4/Gqi5, Fluo-8 calcium fluorescence, ACh EC20; 0% = ACh EC20, 100% = maximal ACh; activation, % at 3 µM; 360,000 tested, 0.4% active; AID 624126;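 active = activation above its plate's cutoff, the mean activation of sample wells plus 3 SD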; note: some results filed as inactive read as strong as hits
M5 antag: blocks acetylcholine activation of human M5 receptor. P08912. CHO-hM5 cells, Fluo-8 calcium fluorescence, ACh EC80. inhibition, % at 3 µM. 360,000 tested, 0.59% active. AID 624040;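 active = inhibition above a per-plate cutoff, the mean of that plate's test compounds plus 3 SD, cut at about 27% in these data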;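 note: 0% = acetylcholine EC80 with DMSO and 100% = DMSO without agonist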
Target sequence (P08912 whole entry, looked up): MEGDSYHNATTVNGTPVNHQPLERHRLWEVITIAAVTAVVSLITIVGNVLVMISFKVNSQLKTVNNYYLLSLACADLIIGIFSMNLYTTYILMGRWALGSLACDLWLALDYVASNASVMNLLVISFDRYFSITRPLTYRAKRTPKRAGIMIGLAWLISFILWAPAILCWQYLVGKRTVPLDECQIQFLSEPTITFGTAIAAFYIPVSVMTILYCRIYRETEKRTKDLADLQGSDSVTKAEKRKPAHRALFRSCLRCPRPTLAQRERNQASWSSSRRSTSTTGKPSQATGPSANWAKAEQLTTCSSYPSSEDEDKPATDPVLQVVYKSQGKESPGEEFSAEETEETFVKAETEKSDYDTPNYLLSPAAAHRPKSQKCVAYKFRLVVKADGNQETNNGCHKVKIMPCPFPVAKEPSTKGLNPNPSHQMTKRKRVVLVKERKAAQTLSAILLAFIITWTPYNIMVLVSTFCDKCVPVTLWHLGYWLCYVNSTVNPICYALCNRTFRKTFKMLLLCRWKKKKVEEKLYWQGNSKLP
M4 ag: agonists of human muscarinic M4 receptor (CHRM4); 360,000 tested, 0.14% active; AID 624127; CHO-K1 hM4/Gqi5, Fluo-8 calcium fluorescence; vehicle 0%, full acetylcholine response 100%; P08173; activation, % at 3 µM;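 active = activation above the run mean over all test wells plus 3 SD, cut at about 32% in these data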;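 note: peak over basal fluorescence ratio per well then scaled between controls; 0% = DMSO wells and 100% = acetylcholine at EC100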
CHRM5 agonist: agonists of human muscarinic M5 receptor (CHRM5) | 360,000 tested, 0.19% active | activation, % at 3 µM | P08912 | CHO-K1 hM5 cells, Fluo-8 calcium fluorescence; 0% DMSO wells, 100% maximal acetylcholine response;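 active = activation above the run's mean over test compounds plus 3 SD, cut at about 23% in these data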;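 note: signal is peak over basal fluorescence ratio across the kinetic read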
CHRM5 PAM: CHRM5 positive allosteric modulation; AID 624038; CHO-K1 hM5, Fluo-8 calcium, ACh EC20 PAM; 0% = ACh EC20, 100% = ACh EC100; 360,000 tested, 0.3% active; P08912; activation, % at 3 µM;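 active = activation above the run cutoff, the mean activation of all test compounds plus 3 SD, cut at about 18% in these data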
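Assay system: CHO-K1 hM5 cells / Incubation: Fluo-8 loading 80 min at 37 °C plus 30 min room temperature / Technique: Fluo-8 calcium dye fluorescence, kinetic read / Repeats: single replicate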
CRFBP-R2 agonist: CRF-BP/CRF-R2 complex agonism | HEK293 CRF-R2/CRF-BP, calcium dye fluorescence (FLIPR); percent of saturating CRF peptide response | activation, % at 13.2 µM | 350,000 tested, 0.46% active;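 active = activation of at least 50%, plus an integration ratio under a set limit after plate pattern correction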;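 note: plate controls were neutral control wells without compound for no effect and CRF at EC100 for full effect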
Active calls of the source: *; nt = not tested or not shown.

Screens by letter – A = M1 antag; B = M1 PAM; C = CHRM4 antagonist; D = M4 PAM; E = M5 antag; F = M4 ag; G = CHRM5 agonist; H = CHRM5 PAM; I = CRFBP-R2 agonist
(1) CN(C(=O)COc1nnc(-c2cccs2)c(-c2cccs2)n1)c1ccccc1
  A = -22; B = -1; C = -15; D = 5; E = 1; F = 5; G = -2; H = -8; I = -0.1
(2) CCCNC(=O)c1cc(C2CCCCN2C(=O)OCC(C)C)on1 (centres undefined)
  A = 42*; B = -20; C = 10; D = -1; E = 9; F = 0; G = -2; H = -3; I = nt
(3) COC(=O)c1ccc(CSc2ccc3nnc(-c4ccc(F)cc4)n3n2)o1
  A = -3; B = -8; C = -2; D = -6; E = 13; F = 2; G = -7; H = -6; I = -1.4
(4) O=C(O)C1CC=CCC1C(=O)Nc1cccc(Cl)c1 (centres undefined)
  A = -13; B = 0; C = -2; D = -3; E = -2; F = 0; G = -3; H = -1; I = 0.3
(5) Cc1ccnc2nc(C(=O)Nc3nnc(-c4ccc(Cl)cc4)o3)nn12
  A = -11; B = 10; C = -3; D = 1; E = 9; F = 0; G = 3; H = 3; I = 0.3
(6) CC(=O)Nc1ccc(NC(=O)C(C)OC(=O)c2cccc(S(=O)(=O)N3CCCCCC3)c2)cc1 (centres undefined)
  A = -2; B = 6; C = -5; D = 17; E = -1; F = 1; G = 0; H = 0; I = -0.2
(7) Cc1cc(C)nc(NS(=O)(=O)c2ccc(NC(=O)CCC3COc4ccccc4O3)cc2)n1 (centres undefined)
  A = -1; B = -3; C = -1; D = 8; E = -13; F = 0; G = -6; H = 5; I = -2.5
(8) Cc1ccccc1NC(=O)C1CCN(S(=O)(=O)c2cccs2)CC1
  A = -2; B = 2; C = -2; D = -4; E = 4; F = 3; G = 0; H = 0; I = -1.3
(9) CCS(=O)(=O)Nc1cccc(C(=O)CC2(O)C(=O)Nc3ccccc32)c1 (centres undefined)
  A = -15; B = 8; C = -2; D = 0; E = -2; F = 1; G = -1; H = 1; I = 3.0
(10) CC1COc2ccccc2N1S(=O)(=O)c1ccc(Cl)cc1 (centres undefined)
  A = 5; B = -15; C = -7; D = -4; E = -12; F = -2; G = -9; H = -7; I = 2.1

Full records from above.
CCS(=O)(=O)Nc1cccc(C(=O)CC2(O)C(=O)Nc3ccccc32)c1 (centres undefined) in the list: M1 antag = -15; M1 PAM = 8; CHRM4 antagonist = -2; M4 PAM = 0; M5 antag = -2; M4 ag = 1; CHRM5 agonist = -1; CHRM5 PAM = 1; CRFBP-R2 agonist = 3.0
CC1COc2ccccc2N1S(=O)(=O)c1ccc(Cl)cc1 (centres undefined) in the list: M1 antag = 5; M1 PAM = -15; CHRM4 antagonist = -7; M4 PAM = -4; M5 antag = -12; M4 ag = -2; CHRM5 agonist = -9; CHRM5 PAM = -7; CRFBP-R2 agonist = 2.1

Next structures.
Screens by letter – A = M1 antag; B = M1 PAM; C = CHRM4 antagonist; D = M4 PAM; E = M5 antag; F = M4 ag; G = CHRM5 agonist; H = CHRM5 PAM; I = CRFBP-R2 agonist
(11) CCOC(=O)c1ccc(NC(=O)NC2CC3CCC(C2)N3)cc1 (centres undefined)
  A = 59*; B = -22; C = 10; D = -19; E = 3; F = 2; G = -12; H = -1; I = -1.3
(12) COc1ccccc1-n1cnnc1SC(C)C(=O)NCC1CCCO1 (centres undefined)
  A = -3; B = 5; C = 4; D = 3; E = 8; F = 0; G = 1; H = 0; I = -0.6
(13) CCCc1nnc(NC(=O)CCC(=O)N2CCN(Cc3ccc(OC)c(F)c3)CC2)s1
  A = 49*; B = -21; C = 6; D = -10; E = -10; F = 4; G = -5; H = 0; I = 1.3
(14) CN(C)S(=O)(=O)c1cccc(C(=O)OCC(=O)Nc2ccc3c(c2)OCCO3)c1
  A = 12; B = -5; C = 8; D = 1; E = 4; F = 1; G = 2; H = -4; I = 0.9
(15) C[C@H](NC(=O)c1cc2cc(Cl)ccc2n1C)C(=O)N[C@@H](Cc1ccccc1)C(=O)O
  A = -6; B = 19; C = -6; D = 0; E = -3; F = 1; G = -1; H = 9; I = -0.5
(16) N#CC1=C(N)Oc2n[nH]c(-c3cccs3)c2C1c1cccnc1 (centres undefined)
  A = -2; B = 4; C = 4; D = -2; E = -5; F = 0; G = -4; H = -4; I = -1.3
(17) O=C(NCCN1CCCCC1)/C(=C/c1ccco1)NC(=O)c1ccccc1
  A = -28; B = 31*; C = -19; D = 6; E = -4; F = 0; G = -3; H = 6; I = -2.2
(18) COC(=O)CCSCC(=O)N1N=C(c2ccc(OC)cc2)CC1c1cccc(OC)c1OC (centres undefined)
  A = -4; B = 1; C = 2; D = -11; E = -8; F = 4; G = -4; H = -5; I = 0.6
(19) Cc1cnc(NC(=O)c2ccncc2)s1
  A = -11; B = 8; C = -3; D = 2; E = 1; F = 0; G = -3; H = 9; I = -1.0
(20) CCOC(=O)C1C(=O)NC(N2CCOCC2)=NC1c1ccco1 (centres undefined)
  A = 4; B = -3; C = 0; D = 4; E = 3; F = 0; G = -1; H = 4; I = -0.4

The listing continues:
Screens by letter – A = M1 antag; B = M1 PAM; C = CHRM4 antagonist; D = M4 PAM; E = M5 antag; F = M4 ag; G = CHRM5 agonist; H = CHRM5 PAM; I = CRFBP-R2 agonist
(21) Cn1c(=O)[nH]c(=O)c2c1nc(N1CCCCCC1)n2CC(N)=O
  A = 8; B = -3; C = 6; D = -5; E = 0; F = 0; G = 1; H = -9; I = -4.4
(22) CCOC(=O)CSC1=C(C#N)C(c2ccccc2OCC)C(C#N)C(=O)N1 (centres undefined)
  A = -35; B = 15; C = 2; D = 4; E = -3; F = 2; G = 3; H = 3; I = 1.5
(23) O=C(O)Cc1ccc(NC(=O)Nc2cccc(Cl)c2)cc1
  A = 1; B = -1; C = -7; D = 11; E = 0; F = 3; G = -3; H = 0; I = -0.8
(24) Cc1ccc(OC(C)C(=O)Nc2ccc(S(=O)(=O)N3CCOCC3)cc2)cc1 (centres undefined)
  A = 1; B = 5; C = -12; D = 1; E = 11; F = 9; G = 18; H = -6; I = 12
(25) COCC(C)n1c(C)cc(C(=O)COC(=O)c2nc3nc(C)cc(C)n3n2)c1C (centres undefined)
  A = 7; B = 0; C = 7; D = 2; E = -10; F = 0; G = 0; H = 7; I = 0.1
(26) Cc1ccc(NC(=O)CSCC(=O)N(CCC(C)C)c2c(N)n(Cc3ccccc3)c(=O)[nH]c2=O)cc1
  A = 4; B = 8; C = -2; D = 4; E = -1; F = 1; G = 5; H = 9; I = 0.2
(27) COc1ccc(-n2c(Cc3ccccc3)nnc2SCC(=O)N2CCCc3ccccc32)cc1
  A = 6; B = -15; C = -1; D = 2; E = -1; F = 1; G = -13; H = -11; I = 1.0
(28) Cc1onc(-c2c(F)cccc2Cl)c1C(=O)N(C)CC(=O)Nc1cccc(F)c1
  A = 8; B = -2; C = -2; D = 7; E = 2; F = 2; G = -2; H = -1; I = -0.5
(29) CCC(C(=O)NCC1CCCO1)N(C(=O)c1snc(C(N)=O)c1N)c1ccc(Cl)cc1 (centres undefined)
  A = -8; B = 7; C = 3; D = -2; E = 12; F = 1; G = -2; H = -4; I = -1.0
(30) CN(CC1COc2ccccc2O1)C(=O)c1ccc(N(C)C)cc1 (centres undefined)
  A = -12; B = 10; C = -8; D = -4; E = -3; F = 1; G = -4; H = 3; I = -2.4

(further entries)
Screens by letter – A = M1 antag; B = M1 PAM; C = CHRM4 antagonist; D = M4 PAM; E = M5 antag; F = M4 ag; G = CHRM5 agonist; H = CHRM5 PAM; I = CRFBP-R2 agonist
(31) CC1CCCCC1NC(=O)CNC(=O)c1cccs1 (centres undefined)
  A = -5; B = 5; C = -20; D = 7; E = 4; F = 0; G = 0; H = -2; I = 3.4
(32) CCN(CC)S(=O)(=O)c1cccc(C(=O)NC(C(=O)Nc2nnc(C3CC3)s2)C(C)C)c1 (centres undefined)
  A = -4; B = -1; C = -8; D = -5; E = 4; F = 0; G = -9; H = -1; I = -1.6
(33) O=C(CCN1C(=O)COc2ccccc21)N1CCN(c2ccccc2)CC1
  A = -10; B = 8; C = 11; D = 0; E = 12; F = 0; G = 0; H = -5; I = 2.3
(34) CS(=O)(=O)N1CCc2cc(S(=O)(=O)N3CCCCC3)ccc21
  A = 3; B = 0; C = -14; D = 7; E = -9; F = 2; G = -2; H = 8; I = 0.6
(35) CC(C)(C)C(=O)n1nc(-c2ccccc2)oc1=O
  A = -14; B = 7; C = 9; D = -3; E = 2; F = 0; G = 0; H = -5; I = -0.8
(36) O=C(NCc1cccs1)c1cc2ccccc2o1
  A = -16; B = 13; C = 7; D = 0; E = -4; F = 1; G = -9; H = 4; I = -3.6
(37) CCCCN(CCCC)Cc1cc(=O)oc2cc(OC)ccc12
  A = -17; B = -2; C = -8; D = 0; E = -7; F = -3; G = -2; H = 1; I = nt
(38) Cc1ccc(S(=O)(=O)N2CC3(O)CN(C(=O)OC(C)C)N(C(=O)OC(C)C)CC3(OC(=O)Nc3cccs3)C2)cc1 (centres undefined)
  A = 8; B = -10; C = 0; D = -6; E = 2; F = 7; G = 1; H = -5; I = -0.4
(39) NS(=O)(=O)c1ccc(NC(=O)CSc2ncn[nH]2)cc1
  A = -7; B = 13; C = -13; D = 8; E = -1; F = 2; G = -7; H = -9; I = -0.9
(40) O=C(c1ccccc1)N(c1ccccc1)C1C=CS(=O)(=O)C1 (centres undefined)
  A = -9; B = -4; C = 0; D = -1; E = -6; F = 1; G = -1; H = 0; I = 1.7

(continued)
Screens by letter – A = M1 antag; B = M1 PAM; C = CHRM4 antagonist; D = M4 PAM; E = M5 antag; F = M4 ag; G = CHRM5 agonist; H = CHRM5 PAM; I = CRFBP-R2 agonist
(41) O=C(CC1CCCCC1)Nc1c2c(nn1-c1ccc(F)cc1)CS(=O)(=O)C2
  A = 104*; B = -36; C = 0; D = 2; E = 0; F = 1; G = 3; H = -4; I = -1.8
(42) COc1ccc(NC(=O)CSc2nc3ccccc3c(=O)n2CCNC(C)=O)cc1
  A = -3; B = 4; C = -3; D = 14; E = -2; F = 1; G = 2; H = 1; I = 0.4
(43) Cn1c(=O)n(C)c2cc(S(=O)(=O)N3CCOCC3)ccc21
  A = 3; B = 2; C = 3; D = 1; E = -9; F = -1; G = 2; H = 5; I = -0.9
(44) Cc1ccc(OCC(=O)c2cc(C)n(C)c2C)c([N+](=O)[O-])n1
  A = -5; B = -1; C = -5; D = 4; E = -8; F = 0; G = -5; H = 3; I = 2.8
(45) CCc1cccc(C)c1NC(=O)COC(=O)CCn1c(C)csc1=O
  A = -14; B = 6; C = -1; D = 1; E = 0; F = 0; G = 0; H = -1; I = 0.5
(46) Cc1ccc(N(Cc2ccccc2)C(=O)c2ccc(S(=O)(=O)N3CCOCC3)cc2)cc1
  A = 0; B = 1; C = 1; D = -5; E = 8; F = 1; G = -8; H = -2; I = -0.5
(47) O=C(CN1C(=O)CC(c2ccccc2)S(=O)(=O)c2ccccc21)N1CCCC1 (centres undefined)
  A = -7; B = 10; C = -7; D = 2; E = 3; F = 2; G = -2; H = -4; I = 2.5
(48) CCCn1c(SCC(=O)NCc2ccco2)nc2c1c(=O)n(C)c(=O)n2C
  A = -11; B = 9; C = 3; D = 4; E = -1; F = 1; G = 2; H = 0; I = 0.7
(49) CCCOc1ccc(C(=O)Nc2ccc(N3CCN(C(C)=O)CC3)cc2)cc1
  A = -6; B = 4; C = 5; D = -3; E = 3; F = 1; G = -6; H = 5; I = -0.6
(50) COc1ccc2c(c1)CC/C(=C\c1ccc(OC)c(Cn3cccn3)c1)C2=O
  A = 15; B = -6; C = 5; D = -17; E = 12; F = 14; G = 4; H = -18; I = 4.5
